# Screens (PubChem BioAssay)
# ELG1 DNA repair = qHTS screen for small molecules that inhibit ELG1-dependent DNA repair in human embryonic kidney (HEK293T) cells expressing luciferase-tagged ELG1; hit rate 2.3% among 330,000; Potency, µM (series often up to 46.1 µM), without a hit: top-dose activity change, negative = inhibition, usual class: inhibitors; AID 504467, 2011; HEK293T ELG1-luciferase reporter, luminescence, 16 h; DNA damage induced by 5-fluorouridine; also: potency is read from the fitted curve at half-maximal effect; % is scaled to controls: 0 for no effect and ±100 for the full control effect; nearly all actives have a fitted effect of over 55% in size
#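 HEK293T cells expressing luciferase-tagged ELG1 (2,000/well) received 5-Fluorouridine plus compound or DMSO for 16 hr at 37 °C. Luciferase was read by ONE-Glo luminescence after 30 min at room temperature.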
# RORgamma inh = qHTS for inhibitors of ROR gamma transcriptional activity; Nuclear receptor ROR-gamma (Mus musculus), P51450; Potency, µM (doses to about 53.6 µM), for inactives: at the highest dose activity change, negative = inhibition, hits mostly inhibitors; hit rate 5.4% among 310,000; Drosophila S2 Gal4-RORgamma UAS-luciferase reporter, 20 h; also: potency is read from the fitted curve at half-maximal effect; % is scaled to controls: 0 for no effect and ±100 for the full control effect; nearly all actives have a fitted effect of over 60% in size
# Target sequence (P51450 whole entry, looked up, the tested form may be a part): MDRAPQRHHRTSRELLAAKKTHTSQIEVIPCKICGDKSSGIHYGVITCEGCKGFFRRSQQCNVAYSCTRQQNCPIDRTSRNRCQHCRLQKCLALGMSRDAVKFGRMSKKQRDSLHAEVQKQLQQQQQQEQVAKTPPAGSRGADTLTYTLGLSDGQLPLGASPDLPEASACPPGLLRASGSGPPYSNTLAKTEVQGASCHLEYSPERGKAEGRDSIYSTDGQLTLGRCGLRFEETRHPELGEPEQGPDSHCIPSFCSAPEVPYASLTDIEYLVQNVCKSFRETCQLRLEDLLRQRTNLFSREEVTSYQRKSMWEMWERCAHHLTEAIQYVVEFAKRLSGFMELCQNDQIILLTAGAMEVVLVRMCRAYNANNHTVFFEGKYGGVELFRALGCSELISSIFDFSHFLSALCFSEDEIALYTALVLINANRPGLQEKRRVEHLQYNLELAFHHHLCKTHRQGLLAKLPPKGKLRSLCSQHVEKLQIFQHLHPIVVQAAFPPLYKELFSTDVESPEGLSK
#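 Stable Schneider cell line, Gal4 DNA-binding domain fused to ROR gamma, UAS-luciferase. Cmpd 1 hr RT → CuSO4 700 uM final → 20 hr RT → luciferase reagent 10 min → luminescence.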
# NPC1 promoter act = qHTS Assay for NPC1 Promoter Activators | Potency, µM (titrated, usually from 9.22 µM), for the others: at the top dose activation, most hits filed as activators | hit rate 2.4% among 320,000 | Huh7 NPC1 promoter luciferase reporter, 24 h;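 also: potency is read from the fitted curve at half-maximal effect; % of control where 0% means no effect; nearly all actives have a fitted effect of over 60% in size; reporter is driven by a mutant NPC1 promoter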
#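 Huh7 cells stably carrying NPC1 promoter–luciferase, plated in Opti-MEM with 10% FBS for 2 h, were exposed to compound in DMSO for 24 h at 37 °C; luciferase reagent was added for 10 min and luminescence read.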
# Gal4-VP16 FLuc = VP16 counterscreen qHTS for inhibitors of ROR gamma transcriptional activity. Drosophila S2 Gal4-VP16 UAS-luciferase, luminescence, 20 h. Potency, µM (doses to about 53.6 µM), without a hit: at the top dose activity, negative = inhibition, most hits filed as inhibitors. hit rate 3.5% among 310,000;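 also: Gal4-VP16 expression switched on by copper sulfate through the metallothionein promoter; potency is read from the fitted curve at half-maximal effect; % is scaled to controls: 0 for no effect and ±100 for the full control effect; nearly all actives have a fitted effect of over 50% in size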
# FLuc counter = qHTS profiling assay for firefly luciferase inhibitor/activator using purifed enzyme and Km concentrations of substrates (counterscreen for miR-21 project) | Potency, µM (top dose mostly 57.5 µM), inactives show top-dose activity change, negative = inhibition, usual class: inhibitors | hit rate 6.9% among 360,000 | purified FLuc, Km substrates, luminescence inhibition | Luciferin 4-monooxygenase (Photinus pyralis), P08659;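 also: potency is read from the fitted curve at half-maximal effect; plate controls were vehicle for no effect and reference inhibitor for full effect; nearly all actives have a fitted effect of over 55% in size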
#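 Purified P. pyralis luciferase (10nM final) with 10uM D-luciferin and 10uM ATP (Km levels) in 50mM Tris acetate pH 7.5, 10mM Mg acetate, 0.01% Tween-20, 0.05% BSA; qHTS 6-point titration, ~60 µM downward; luminescence read.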
# Tb PFK block = qHTS Assay to Find Inhibitors of T. brucei phosphofructokinase; ATP-dependent 6-phosphofructokinase (Trypanosoma brucei brucei), O15648; T. brucei PFK, ADP-Glo luminescence; Potency, µM (top dose mostly 57.5 µM), without a hit: at the top dose activity, negative = inhibition, most hits filed as inhibitors; hit rate 0.17% among 330,000; AID 485367, 2010;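 also: potency is read from the fitted curve at half-maximal effect; 0% = uninhibited 1x PFK enzyme wells and -100% = no-enzyme wells; nearly all actives have a fitted effect of over 60% in size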
# Target sequence (O15648 whole entry, looked up): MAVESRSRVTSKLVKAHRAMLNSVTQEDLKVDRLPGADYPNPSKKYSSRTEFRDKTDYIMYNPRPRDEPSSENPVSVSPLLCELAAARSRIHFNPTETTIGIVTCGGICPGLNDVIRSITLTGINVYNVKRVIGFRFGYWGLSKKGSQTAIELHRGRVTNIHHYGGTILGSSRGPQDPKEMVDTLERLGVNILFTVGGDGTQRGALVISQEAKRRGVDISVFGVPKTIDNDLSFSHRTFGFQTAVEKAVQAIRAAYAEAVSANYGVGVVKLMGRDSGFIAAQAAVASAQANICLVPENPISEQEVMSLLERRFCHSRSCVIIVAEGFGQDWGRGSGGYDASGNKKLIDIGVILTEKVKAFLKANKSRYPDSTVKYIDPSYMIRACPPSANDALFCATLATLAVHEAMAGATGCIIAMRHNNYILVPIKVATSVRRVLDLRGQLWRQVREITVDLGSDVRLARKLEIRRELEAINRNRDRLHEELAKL
#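 Luminescent ADP detection (ADP-Glo, two-step: ATP depletion then ADP-to-ATP conversion for luciferase) reported PFK activity after 45 min room-temperature reaction of 1.25 nM enzyme with 0.5 mM F6P and 0.1 mM ATP at pH 8.0.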
# BRCA1 expr up = qHTS Assay to Identify Small Molecule Activators of BRCA1 Expression | Potency, µM (top dose mostly 46.1 µM), without a hit: at the highest dose activation, most hits filed as activators | MCF7-BRCA1-FFLuc reporter, luminescence, 48 h; response scale: scaled: vehicle 0%, 10 µM genistein 100% | hit rate 1.1% among 380,000; also: potency is read from the fitted curve at half-maximal effect; nearly all actives have a fitted effect of over 80% in size; some results filed as inactive show a strong effect at the top dose
#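 MCF7 cells carrying a BRCA1-firefly luciferase reporter (2000 cells/well, phenol-red free MEM) were attached for 2 h at 37 °C, then given compounds for 48 h. Luminescence was read 15 min after luciferase reagent; activity normalized to genistein (10 microM) and DMSO.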
# ELG1 genotoxic = qHTS screen for small molecules that induce genotoxicity in human embryonic kidney (HEK293T) cells expressing luciferase-tagged ELG1. HEK293T ELG1-luciferase reporter, luminescence, 16 h. Potency, µM (titrated, usually from 46 µM), without a hit: top-dose activity change, positive = activation, hits mostly activators. hit rate 1.3% among 330,000. AID 504466, 2011; also: potency is read from the fitted curve at half-maximal effect; % of control where 0% means no effect; nearly all actives have a fitted effect of over 60% in size
#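 ELG1-luciferase HEK293T cells, 2,000/well; compound pinned in; 16 hr, 37 °C, 5% CO2; ONE-Glo, 30 min RT; luminescence on CCD imager.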
# p53 reactivator = qHTS assay for re-activators of p53 using a Luc reporter; hit rate 0.063% among 320,000; H1299 p53-A138V BP100-luciferase reporter, luminescence, 24 h; Potency, µM (highest dose often 92.2 µM), without a hit: at the highest dose activity change, positive = activation, most hits filed as activators; also: potency is read from the fitted curve at half-maximal effect; % of control where 0% means no effect; nearly all actives have a fitted effect of over 45% in size
#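 p53-null H1299 cells stably carrying temperature-sensitive p53-A138V and a BP100-luciferase reporter were pinned with compounds (4-point, 1:5 series) and held 24 hrs at 37 deg C. Luminescence was read 10 min after detection reagent.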
# TRPV1 ag = HTS Assay for Compounds that Act as Agonists of the Vanilloid Receptor 1. AID 540275, 2011. activation, % at 8.33 µM. hit rate 0.19% among 320,000. Transient receptor potential cation channel subfamily V member 1 (Homo sapiens), Q8NER1. TRPV1-expressing cells, Fluo-8 calcium influx, agonist mode; in the data active = activation above about 80%; inconclusive = between about 30% and that limit; also: 0% is about no effect
#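 TRPV1-expressing cells were cultured overnight at 35.5C and loaded with Fluo-8 calcium dye for 40 to 90 min at room temperature. After a 10 s baseline, compound was added and calcium influx was read kinetically for 3 min (ex 480/em 520 nm).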
# Rab9 promoter act = qHTS Assay for Rab9 Promoter Activators. Potency, µM (doses to about 9.22 µM), without a hit: at the highest dose activation, negative = inhibition, hits mostly activators. Huh7 Rab9 promoter-luciferase reporter, luminescence, 24 h. hit rate 2.8% among 320,000. AID 485297, 2010; also: potency is read from the fitted curve at half-maximal effect; % of control where 0% means no effect; nearly all actives have a fitted effect of over 60% in size
#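 Luminescence read-out: Huh7 cells stably expressing Rab9-luciferase, treated 24 h with compound at 37 °C, then lysed with luciferase reagent for 10 min at ambient before reading.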
# The depositor's hits bear a star; ? = inconclusive; . = not tested or not shown; & = joins results of further samples; [ ] = another dose, or the depositor's remark. Unless noted, calls follow the shape of the dose curve; as a rule, active = well fitted curve in the direction sought with a large enough effect; inconclusive = small, poorly fitted or top-dose-only effect, or another doubt; inactive = no such curve, though single readings can be large; an effect the other way counts as inactive or inconclusive.
SMILES,ELG1 DNA repair,RORgamma inh,NPC1 promoter act,Gal4-VP16 FLuc,FLuc counter,Tb PFK block,BRCA1 expr up,ELG1 genotoxic,p53 reactivator,TRPV1 ag,Rab9 promoter act
CCc1ccc(NC(=S)N(Cc2cccc(Br)c2)CC2CCC(C(=O)O)CC2)cc1 (configuration not stated),8%,38%,2%,-4%,-19%,2%,-5%,0%,1%,5,1%
CCNC(=O)n1nccc1C(C)Oc1ccccc1 (configuration not stated),?,15%,-1%,5%,3%,0%,10%,3%,0%,6,16%
COc1ccc([C@H]2CC(=O)C=C(c3ccnc4ccc(Cl)cc34)C2)cc1,-28%,.,-19%,.,5%,0%,-41%,1%,-6%,17,-2%
Nc1ccc2c3c(cccc13)C(=O)N(c1ccccc1)C2=O,3%,2%,-4%,-13%,1%,-2%,14%,8%,-1%,-2,17%
Cc1ccccc1-c1nnc(NC(=O)CSc2nc3ccccc3s2)s1,12%,?,1%,-8%,1%,1%,29%,1%,11%,-6,-6%
Cn1ccnc1SCC(=O)Nc1ccc2ccccc2c1,?,-4%,1.3µM*,-15%,5.4µM*,-25%,?,1.3µM*,?,2,1.6µM*
Cn1cc(-c2nnnn2-c2ccc(Cl)cc2)c(=O)c2ccccc21,26%,-13%,-2%,12%,7%,4%,0%,-5%,0%,0,-4%
Cc1ccc(S(=O)(=O)N2CCC(=O)N(C(COC(=O)Nc3ccccc3)Cc3ccccc3)CC2)cc1 (configuration not stated),-12%,55%[40.7 µM],-5%,11%[40.7 µM],-2%,5%,-3%,0%,-2%,24,0%
CN(C)C(=O)c1cc(C(=O)c2ccc(F)cc2C(F)(F)F)c[nH]1,8.2µM*,?,-11%,-6%,0%,2%,-10%,-12%,0%,0,0%[1.84 µM]
CC(=O)NC1(c2ccccc2)CCN(CC(=O)N2CCC(C)CC2)CC1,2%,0%,1%,5%,2%,0%,13%,0%,2%,-2,-2%
Cc1cc(S(=O)(=O)NCC2CC2)c(Cl)cc1Cl,-10%,-2%,-6%,1%,0%,2%,-1%,2%,16%,0,-2%
Cc1ccc(C(=O)NN(CCC#N)C2=NS(=O)(=O)c3ccccc32)cc1,12%,-1%,0%,1%,0%,-2%,-3%,1%,-3%,-3,-4%
COc1ccc(NC(=O)CNc2cc(C)ccc2C)cc1S(=O)(=O)N1CCOCC1,-15%,.,-4%,.,-2%,-4%,-15%,1%,-9%,1,0%
COc1cc2c(cc1OC)C(C(=O)N1CCN(c3ccccn3)CC1)C(c1cccs1)N(C)C2=O (configuration not stated),-12%,5%,-1%,0%,-1%,-1%,-6%,0%,4%,-2,0%
C=CC1C(N2CCOCC2)C(C)(C)S1(=O)=O (configuration not stated),2%,-16%[10 µM],-5%,-3%,-1%,0%,10%,1%,-1%,1,-9%
CC(C)[C@H](N)c1nnc(SC/C=C/c2ccccc2)o1,-5%,30%,-1%,17%,3%,0%,3%,2%,5%,-1,-2%
COc1ccc(CN2CCC(Oc3ccc(C(=O)NCc4ccccn4)cc3)CC2)c(F)c1,-8%,13%,-1%,4%,-2%,0%,-6%,-6%,2%,-2,0%
O=[N+]([O-])c1cc([N+](=O)[O-])c2nonc2c1Nc1ccc(O)cc1,-15%,11µM*,-1%,13µM*,?,-4%,-15%,1%,6%,-1,5%
Cc1cccc(NC(=O)CSc2nc3ccccc3nc2N2CCCC2)c1,?,-5%,3%,2%,0%,-2%,0%,0%,.,17,4%
Cc1cc(Br)ccc1OCCNCc1ccccc1,-3%,-22%,-1%,8%[10 µM],-14%,-9%,14%,0%,27%,12,-10%
COc1ccc(NC(=O)NCCCCc2ccccc2)cc1,13%,2%,-1%,0%,-20%,1%,29%,0%,-2%,?,9%
O=C(Cc1csc(N2CCOCC2)n1)N/N=C/c1ccc(F)cc1,0%,0%,-6%,2%,-18%,-2%,-11%,0%,11%,4,4%
CC/C(O)=C1\C(=O)CCCC1=NCCc1c(C)[nH]c2ccc(C)cc12,4%,10%,1%,-12%,-1%,4%,-1%,-4%,-2%,24,-1%
COc1ccc(-c2cnc3ncnn3c2N)cc1,.,14%,-6%,-2%[10 µM],5%,1%,-9%,-6%,9%,2,-7%
CCOC(=O)C1CCCN(C(=O)c2ccc(NS(=O)(=O)c3ccc4[nH]c(=O)[nH]c4c3)cc2)C1 (configuration not stated),0%,.,4%,.,2%,24%,10%,-1%,1%,-2,0%
CCCCNC(=O)COC(=O)c1ccccc1F,16%,8%,1%,3%,?,2%,0%,5%,-2%,2,-1%
Nc1nc(Nc2ccccc2F)nc(NCc2ccccc2)c1[N+](=O)[O-],-9%,-7%,-3%,-3%,-1%,4%,-40%,2%,-1%,2,-16%
CC(C)(C)CC(=O)Nc1nnc(SCC(=O)NC2CCCC2)s1,7%,25%,-5%,3%,5%,2%,-3%,-31%[inhibitor],2%,2,0%
Cc1nc2sccn2c(=O)c1S(=O)(=O)NCC1CCN(Cc2ccccc2Cl)CC1,-2%,-1%,-1%,7%,3%,-19%,-4%,-1%,-13%,4,-2%
CC1CC(=O)N(C)c2ccc([N+](=O)[O-])cc2N1 (configuration not stated),?,-16%,0%,-11%,2%,2%,-10%,?,-5%,3,-2%

# Filtered by structure: the entries above with two or more sulfur atoms (3)
SMILES,ELG1 DNA repair,RORgamma inh,NPC1 promoter act,Gal4-VP16 FLuc,FLuc counter,Tb PFK block,BRCA1 expr up,ELG1 genotoxic,p53 reactivator,TRPV1 ag,Rab9 promoter act
Cc1ccccc1-c1nnc(NC(=O)CSc2nc3ccccc3s2)s1,12%,?,1%,-8%,1%,1%,29%,1%,11%,-6,-6%
CC(C)(C)CC(=O)Nc1nnc(SCC(=O)NC2CCCC2)s1,7%,25%,-5%,3%,5%,2%,-3%,-31%[inhibitor],2%,2,0%
Cc1nc2sccn2c(=O)c1S(=O)(=O)NCC1CCN(Cc2ccccc2Cl)CC1,-2%,-1%,-1%,7%,3%,-19%,-4%,-1%,-13%,4,-2%

# (continued)
SMILES,ELG1 DNA repair,RORgamma inh,NPC1 promoter act,Gal4-VP16 FLuc,FLuc counter,Tb PFK block,BRCA1 expr up,ELG1 genotoxic,p53 reactivator,TRPV1 ag,Rab9 promoter act
N#Cc1nc(COc2ccc(F)cc2)oc1N1CCCC1,9%,39%,-2%,2%,2%,1%,-15%,9%,-2%,9,2%
COC(=O)c1cn(NC(=O)c2ccc(OC)c(OC)c2)c(=O)c2ccccc12,?,?,4%,-13%,-3%,-11%,-19%,18%,2%,-2,1%
Cc1cc(C)nc(Nc2nc(C)c3cc4c(cc3n2)OCO4)n1,?,7.1µM*,-6%,7.1µM*,0%,-1%,-15%,-1%,-24%,1,-2%
CCOC(=O)c1ccccc1NC(=O)Cn1c(=O)n(Cc2ccccc2)c(=O)c2c(C)c(C)sc21,12%,-5%,-2%,-5%,-1%&1%,3%,-7%,0%,6%,6,-5%
CNC(=S)Nc1ccc(N2CCN(c3ccc(C(F)(F)F)cn3)CC2)nc1,?,43%,-2%,-22%,-2%,0%,-23%,-4%,-4%,8,-20%
Cc1cc2occ(CC(=O)OCC(=O)Nc3sc4c(c3C#N)CCC(C)C4)c2cc1C (configuration not stated),?,24%,4%,4%,?,3%,18%,3%,18%,5,-2%
CCOc1ccc(C(N)=O)cc1OC,8%,2%,-3%,-4%,-3%,-3%,-4%,0%,5%,-1,-5%

# Arranged by the number under p53 reactivator (low to high): three of the compounds above.
Compound	RORgamma inh	NPC1 promoter act	Tb PFK block	p53 reactivator	TRPV1 ag	Rab9 promoter act
CNC(=S)Nc1ccc(N2CCN(c3ccc(C(F)(F)F)cn3)CC2)nc1	43%	-2%	0%	-4%	8	-20%
COC(=O)c1cn(NC(=O)c2ccc(OC)c(OC)c2)c(=O)c2ccccc12	?	4%	-11%	2%	-2	1%
CCOc1ccc(C(N)=O)cc1OC	2%	-3%	-3%	5%	-1	-5%
